Source: PubChem (Sanford-Burnham Center for Chemical Genomics)
beta cell repl – inducers of MIN6 beta-cell proliferation, primary screen, ATP luminescence, uHTS. proliferation, % at 10 µM. MIN6 cells proliferation, ATPlite luminescence, 48 h; cells starved in 0.2% serum; 100% = growth in 10% serum. 330,000 tested, 0.29% active;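 active = compounds whose signal lies at least 3.5 SD above the mean of all wells on their plate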;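 also: 0% = DMSO-treated cells in low-serum medium and 100% = 10% serum control; some compounds called inactive have numbers as strong as hits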
mIAP inh – inhibitors of mouse IAP, primary screen, biochemical, luminescence, uHTS; 330,000 tested, 0.2% active; purified mouse IAP, CDP-Star luminescence, 30 min; inhibition, % at 10 µM;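 active = inhibition of at least 40% at 10 µM in the primary screen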;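 also: plate controls were DMSO with enzyme for no effect and no enzyme wells for full effect; values of inactives mirror those of a sister screen read the other way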
mIAP act – activators of mouse IAP, primary screen, biochemical, luminescence, uHTS; intestinal alkaline phosphatase [Mus musculus]; muIAP, CDP-Star luminescence, 30 min; stronger effect = higher value; 1 = vehicle-only enzyme signal, 0 = enzyme-free wells; activation factor at 10 µM; 330,000 tested, 0.24% active; AID 2805, 2010;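 active = activation factor of at least 2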; also: the source names both 10 and 20 µM as test concentration; values of inactives mirror those of a sister screen read the other way
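Assay system: mouse IAP enzyme; reagent: chemiluminescent substrate CDP-Star; dosing: test compounds delivered from DMSO solution; schedule: 30 min at room temperature; measured by: luminescence from enzymatic CDP-Star hydrolysis; controls: DMSO-only wells and no-enzyme negative control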
GRIN3A LBD mod – binders of NR3A ligand-binding domain, primary screen, biophysical, differential scanning fluorimetry, uHTS | Glutamate receptor ionotropic, NMDA 3A (GRIN3A) ligand-binding domain | NR3A LBD differential scanning fluorimetry, Tm shift; 0% = protein alone, 100% = glycine-bound protein | Tm shift relative to glycine control, % at 25 µM | 340,000 tested, 2.5% active;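 active = melting temperature shift of at least 10% of the positive control shift, at one fixed dose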
hIAP activ – human IAP activators, primary screen, biochemical, luminescence, uHTS; 330,000 tested, 0.16% active; purified human IAP, CDP-Star luminescence, 30 min; stronger effect = higher value; 1 = vehicle-only enzyme, 0 = enzyme-free background; activation factor at 10 µM; Intestinal-type alkaline phosphatase (Homo sapiens), P09923;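 active = activation factor of the enzyme at least 2-fold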; also: the source names both 10 and 20 µM as test concentration; values of inactives mirror those of a sister screen read the other way
MPTP inh – mitochondrial permeability transition pore inhibitors, primary screen, biochemical, isolated mouse mitochondria, absorbance; Ca2+ swelling absorbance, 30 min; inhibition, % at 10 µM; 360,000 tested, 1.4% active; AID 602449, 2012;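 active = inhibition of 50% or more, scaled per plate between neutral and stimulator controls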;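 also: 0% = DMSO wells given calcium and 100% = 1 mM EGTA wells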
A3A deaminase – APOBEC3A ssDNA deaminase inhibitors, primary screen, selectivity assay for APOBEC3G inhibitor project, biochemical, FAM/TAMRA oligo cleavage fluorescence; AID 493011, 2011; recombinant A3A, FAM/TAMRA ssDNA deamination fluorescence; inhibition, % at 20 µM; DNA dC->dU-editing enzyme APOBEC-3A (Homo sapiens), P31941; 330,000 tested, 0.41% active;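 active = at least 40% inhibition at 20 µM here, with at most 30% in a related deaminase screen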;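 also: plate controls were A3A with DMSO for no effect and wells lacking A3A enzyme for full effect; some results filed as inactive read as strong as hits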
Target sequence (P31941 whole entry, looked up): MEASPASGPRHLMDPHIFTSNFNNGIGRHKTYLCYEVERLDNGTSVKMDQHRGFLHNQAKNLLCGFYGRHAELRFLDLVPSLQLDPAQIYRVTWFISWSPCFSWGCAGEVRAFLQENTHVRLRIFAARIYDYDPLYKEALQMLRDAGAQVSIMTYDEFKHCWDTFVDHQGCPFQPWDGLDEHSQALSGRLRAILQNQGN
hIAP inh – human IAP inhibitors, primary screen, biochemical, luminescence, uHTS | 330,000 tested, 0.12% active | purified IAP, CDP-Star luminescence, 30 min | inhibition, % at 10 µM | Intestinal-type alkaline phosphatase (Homo sapiens), P09923;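 active = inhibition reaching a set limit with compound at 10 µM in the primary screen, cut at about 35% in these data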;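 also: plate controls were DMSO wells with enzyme for no effect and no-enzyme buffer wells for full effect; values of inactives mirror those of a sister screen read the other way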
APOBEC3G inh – APOBEC3G DNA deaminase inhibitors, primary screen, biochemical, fluorescence, single-stranded DNA substrate, uHTS. DNA dC->dU-editing enzyme APOBEC-3G (Homo sapiens), Q9HC16. recombinant A3G, ssDNA deamination FAM/TAMRA fluorescence. inhibition, % at 20 µM. 330,000 tested, 0.28% active. AID 493012, 2011;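 active = inhibition of at least 40% at 20 µM, with no more than 30% in the related APOBEC3A deaminase screen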;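 also: plate controls were DMSO wells with A3G for no effect and wells lacking A3G enzyme for full effect; some compounds called inactive have numbers as strong as hits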
Target sequence (Q9HC16 whole entry, looked up): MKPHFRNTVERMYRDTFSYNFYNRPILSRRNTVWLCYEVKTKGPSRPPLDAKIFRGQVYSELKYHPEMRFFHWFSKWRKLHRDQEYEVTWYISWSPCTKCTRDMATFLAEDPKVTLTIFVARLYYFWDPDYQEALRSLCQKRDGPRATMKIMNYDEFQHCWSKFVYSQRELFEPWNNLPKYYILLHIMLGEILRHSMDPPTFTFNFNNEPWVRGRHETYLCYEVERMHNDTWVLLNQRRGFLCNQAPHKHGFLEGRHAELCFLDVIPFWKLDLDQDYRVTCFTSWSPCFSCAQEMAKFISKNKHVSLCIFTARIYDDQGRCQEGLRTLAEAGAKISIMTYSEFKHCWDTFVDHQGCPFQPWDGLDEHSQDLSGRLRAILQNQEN
The depositor's hits bear a star; / = no result given. Random draw from the library. Share with any hit: about 5%.

SMILES | beta cell repl | mIAP inh | mIAP act | GRIN3A LBD mod | hIAP activ | MPTP inh | A3A deaminase | hIAP inh | APOBEC3G inh
OC[C@H]1O[C@H](OC[C@H]2O[C@H](OC[C@H]3O[C@H](O[C@]4(CO)O[C@H](CO)[C@@H](O)[C@@H]4O)[C@H](O)[C@@H](O)[C@@H]3O)[C@H](O)[C@@H](O)[C@H]2O)[C@H](O)[C@@H](O)[C@H]1O | -3 | 3 | 0.97 | -1 | 1 | -1.6 | -3 | 0 | -4
CN(C)C(=O)N1CCC(C(=O)NCC2CCCO2)CC1 (centres undefined) | -3 | 4 | 0.96 | 2 | 0.94 | -1.5 | 3 | 6 | 4
Cn1nc(-c2ccc(NCCO)c([N+](=O)[O-])c2)c2ccccc2c1=O | -1 | 2 | 0.98 | 1 | 0.92 | -1.3 | 1 | 8 | 0
COCCN(C(=O)COC(=O)c1cc(C)n(-c2ccccc2)c1C)c1c(N)n(Cc2ccccc2)c(=O)[nH]c1=O | 1 | 4 | 0.96 | -2 | 1.1 | -1.1 | -6 | -7 | -13
O=C(O)c1ccc(N/N=C/C=C/c2ccccc2[N+](=O)[O-])cc1 | 0 | -3 | 1 | 2 | 0.89 | 0.6 | 7 | 11 | -9
O=C(N/N=C/c1ccc(-c2cccc([N+](=O)[O-])c2)o1)c1cccs1 | -2 | 12 | 0.89 | 14* | 0.77 | -0.6 | 1 | 23 | 2
CC(C(=O)O/N=C(\N)c1cccnc1)c1ccc([N+](=O)[O-])cc1 (centres undefined) | -1 | 16 | 0.84 | -1 | 0.93 | -1.1 | 5 | 7 | -1
COc1ccc(CCN2CCCn3c2nc2c3c(=O)[nH]c(=O)n2C)cc1OC | -2 | -2 | 1 | 0 | 1.3 | -0.1 | -5 | -26 | -7
O=[N+]([O-])c1cccc(-c2nnc3cccc(Cl)n23)c1 | -1 | 0 | 1 | 1 | 0.92 | -0.5 | -3 | 8 | -5
COc1ccc(OC)c(NC(=O)NCCN2CCN(c3ccccc3)CC2)c1 | -4 | -1 | 1 | 1 | 1.1 | -0.6 | 3 | -12 | 3
CCN1C(=O)c2cccc3c(N)ccc1c23 | 7 | 11 | 0.89 | 0 | 0.96 | 0.3 | -1 | 4 | -2
CCCN1CC(=O)N2C(c3cccc(OC)c3OC)c3[nH]c4ccccc4c3C[C@H]2C1=O (some centres undefined) | -3 | -16 | 1.2 | -1 | 1.1 | -1.0 | 3 | -12 | 5
CC(C)OP(=O)(c1ccc(N(C)C)cc1)C(O)c1ccc(Br)cc1 (centres undefined) | 9.0* | -10 | 1.1 | / | 1 | 0.4 | 2 | 0 | -7
COc1ccc(CNC2CCN(Cc3ccccc3)CC2)cc1 | -2 | 0 | 1 | 2 | 1.1 | -1.6 | -1 | -13 | -6
CCCCn1c(N)c(N(CC(C)C)C(=O)c2cc(-c3ccncc3)nc3ccccc23)c(=O)[nH]c1=O | -1 | -4 | 1 | -1 | 1 | -0.2 | 13 | -2 | -8
O=C(Nc1cccc(NC(=O)c2ccc(-c3ccc(Br)cc3)o2)c1)c1ccco1 | -6 | 0 | 1 | 31* | 1.1 | 15 | 2 | -15 | -8
COC(=O)c1ccc(C2C(Oc3ccccc3)C(=O)N2CCc2ccc(F)cc2)cc1 (centres undefined) | -2 | 8 | 0.92 | 0 | 1.2 | -0.9 | -2 | -17 | 1
Clc1ccsc1-c1ccc2ccccc2n1 | 0 | 0 | 1 | 1 | 1 | 4.1 | 1 | -4 | -7
Cc1sc2ncn(CC(=O)NCCCC(=O)N3CCN(c4ccccc4F)CC3)c(=O)c2c1C | 0 | -1 | 1 | 2 | 1.1 | -3.2 | 0 | -13 | -7
COCCn1c(=NC(=O)c2nc3ccccc3s2)sc2cc(S(C)(=O)=O)ccc21 | 0 | -4 | 1 | 2 | 0.98 | 0.1 | -6 | 2 | -1
c1ccc(Cc2nnc3sc(-c4ccncc4)nn23)cc1 | -1 | 10 | 0.9 | 3 | 0.9 | -1.1 | 3 | 10 | 23
CC(=O)Nc1cccc(C(=O)NNC(=O)c2n[nH]c(=O)c3ccccc23)c1 | 5 | 13 | 0.87 | 0 | 2.3* | 1.5 | -5 | -133 | -5
N#C/C(=C\c1cccnc1)C(=O)Nc1ccc(S(N)(=O)=O)cc1 | -3 | 3 | 0.97 | 2 | 1 | 1.0 | 0 | -4 | -5
CCCCn1nc(C(=O)NCC2COc3ccccc3O2)c2ccccc2c1=O (centres undefined) | -4 | 0 | 1 | 4 | 1 | -0.4 | 1 | -4 | -7
Cc1cc(C(C)(C)C)ccc1OC(=O)C1=CC=CN2CCS(=O)(=O)N=C12 | 3 | 2 | 0.98 | 0 | 1 | -3.1 | 9 | -5 | -10
Cc1cc(=O)oc2cc(NC(=O)C(C)N3C(=O)C4CCCCC4C3=O)ccc12 (centres undefined) | 0 | 5 | 0.95 | 0 | 0.94 | -1.3 | 0 | 6 | -5
O=C(Nc1ccc(C(=O)OC2CCCCC2)cc1)c1ccncc1 | -5 | 9 | 0.91 | -3 | 1.1 | 1.0 | -1 | -11 | 18
COc1cc2ncnc(NCc3ccco3)c2cc1OC | -3 | -4 | 1 | 0 | 1.2 | -0.9 | 0 | -17 | -4
CC(C)(CO)CN1CCC(n2nccc2NC(=O)C2CCCC2)CC1 | 5 | 6 | 0.94 | 2 | 0.82 | 1.3 | -5 | 18 | -5
S=c1nc2ccccc2c2nc(-c3ccccc3Br)[nH]n12 | -2 | 5 | 0.95 | -3 | 1.1 | 1.1 | -6 | -7 | -10
COc1ccc(C(=O)N/N=C(\C)Cn2cnc([N+](=O)[O-])n2)cc1 | 0 | 6 | 0.94 | -5 | 1.2 | -0.6 | 1 | -25 | -3
COC(=O)N/N=C/c1cccnc1 | -1 | -1 | 1 | 2 | 0.95 | -2.3 | -2 | 5 | -1
Cc1oc(-c2ccccc2Cl)nc1CS(=O)CC(=O)NCCc1ccccc1 (centres undefined) | -4 | -10 | 1.1 | 2 | 0.92 | -1.0 | 4 | 8 | 2
Nc1ncnc2nc(SCC(=O)Nc3ccccc3F)[nH]c12 | -1 | 0 | 1 | -1 | 1.1 | -1.0 | 3 | -6 | 0
Cc1cc(C)cc(N(C(=O)CCC(=O)Nc2ccccn2)C(C(=O)NC(C)C)c2ccc(O)cc2)c1 (centres undefined) | 2 | 0 | 1 | / | 1 | / | 2 | -1 | -11
CN1CCN(CC(=O)c2ccccc2F)CC1 | 4 | 3 | 0.97 | -1 | 0.94 | -0.6 | 0 | 6 | 0
O=C(NCCN1CCCCC1)Nc1ccccc1Cl | -3 | -6 | 1.1 | 0 | 0.95 | 0.8 | -3 | 5 | 14
COC(=O)c1c(-c2snnc2C)n[nH]c1C | -1 | -3 | 1 | 0 | 0.98 | -0.7 | 1 | 2 | -1
C=CCN(CC=C)C(=O)C1CC(=O)N(c2ccc(Br)cc2)C1 (centres undefined) | 1 | -6 | 1.1 | 2 | 1.7 | -4.4 | -4 | -67 | -5
COc1cccc(C2c3[nH]c4ccccc4c3C[C@H]3C(=O)N(CCCO)CC(=O)N23)c1OC (some centres undefined) | -2 | -3 | 1 | 0 | 0.87 | 1.7 | 0 | 13 | -5
CCOC(=O)C1CCN(C(=O)C2CCN(S(=O)(=O)c3cc(Cl)ccc3Cl)CC2)CC1 | -3 | -2 | 1 | 1 | 0.91 | -0.5 | 2 | 9 | 0
COc1ccc(Cl)cc1NC(=O)COC(=O)C(CC(C)C)N1C(=O)C2CC=CCC2C1=O (centres undefined) | 0 | -8 | 1.1 | -5 | 0.91 | 1.6 | 0 | 9 | -6
CC1(C)C(=O)Nc2ccccc2N1C(=O)COc1ncnc2c(Cl)cc(Cl)cc12 | 0 | 7 | 0.93 | 10 | 1.1 | -2.0 | 7 | -9 | 2
CCOCCCNC(=O)CCCn1nc(C)n2c(cc3sccc32)c1=O | -3 | -11 | 1.1 | -1 | 1.1 | 0.7 | -2 | -10 | -1
CC(/C=N/NC(=O)CSc1nc2ccccc2n1C)=C\c1ccco1 | -3 | 12 | 0.88 | -3 | 1 | -1.7 | -2 | -3 | -7
CC1CCCCN1CCNC(=O)c1ccc2c(c1)N(Cc1ccccc1)C(=O)c1ccccc1S2(=O)=O (centres undefined) | -5 | 4 | 0.96 | -3 | 0.92 | 1.6 | 0 | 8 | 0
CCN1C(=O)C2(C(C#N)=C(N)Oc3cc(C)oc(=O)c32)c2ccccc21 (centres undefined) | 0 | -17 | 1.2 | -2 | 1.2 | -0.1 | -4 | -20 | -5
CCn1c(CC(=O)Nc2ccccc2)n[nH]c1=S | -2 | -9 | 1.1 | 1 | 1.1 | -0.8 | -6 | -5 | 34
C=Cn1ccnc1P(=S)(c1ccc2c(c1)c1ccccc1n2CC)c1nccn1C=C | -5 | 0 | 0.99 | -1 | 1 | 0.9 | -4 | -1 | -6
CCCCN(C)CCOc1ccccc1OCC | 2 | -6 | 1.1 | -5 | 1 | 1.7 | 3 | -2 | 6
CC1CCN(S(=O)(=O)c2cccc(C(N)=O)c2)CC1 | -1 | 5 | 0.95 | -2 | 1 | 1.1 | -4 | -1 | -1
C/C(=N/NC(=O)CN1CCN(Cc2ccccc2Cl)CC1)c1ccncc1 | 0 | -3 | 1 | -1 | 1.2 | -0.3 | 0 | -15 | -1
CNC(=O)CSc1nnc(-c2cccnc2)n1CCc1ccccc1 | -1 | -1 | 1 | 0 | 1.2 | -2.1 | -3 | -17 | -2
CCOC(=O)c1c(-c2ccc(C)cc2)csc1NC(=O)CCSc1nnc2ccccn12 | -5 | 2 | 0.98 | 7 | 0.97 | 5.6 | 5 | 3 | -5
CCOc1cc(N2CCOCC2)c(OCC)cc1NC(=O)CSc1ccccc1C(=O)O | 3 | 6 | 0.94 | 1 | 1 | 0.1 | -3 | -1 | -6

4 entries from above, ordered by formula weight, smallest number first:
SMILES | beta cell repl | mIAP inh | mIAP act | GRIN3A LBD mod | hIAP activ | MPTP inh | A3A deaminase | hIAP inh | APOBEC3G inh
CC1CCN(S(=O)(=O)c2cccc(C(N)=O)c2)CC1 | -1 | 5 | 0.95 | -2 | 1 | 1.1 | -4 | -1 | -1
CNC(=O)CSc1nnc(-c2cccnc2)n1CCc1ccccc1 | -1 | -1 | 1 | 0 | 1.2 | -2.1 | -3 | -17 | -2
C/C(=N/NC(=O)CN1CCN(Cc2ccccc2Cl)CC1)c1ccncc1 | 0 | -3 | 1 | -1 | 1.2 | -0.3 | 0 | -15 | -1
C=Cn1ccnc1P(=S)(c1ccc2c(c1)c1ccccc1n2CC)c1nccn1C=C | -5 | 0 | 0.99 | -1 | 1 | 0.9 | -4 | -1 | -6
